# SUMO HTRF inh: SUMOylation inhibition; inhibition, % at 35 µM; 0.36% of 290,000 active; AID 2006; HTRF SUMOylation assay, SAE1/SAE2 + UBC9, in vitro; in the data active means inhibition above about 50%, passing the limit was not always enough; further: strong numbers were not always called active
# pCIP destab: lowers stability of the mouse p/CIP coactivator protein | Q05BA5 | F442A p/CIP-EGFP cells, EGFP fluorescence, 16 h | decrease of EGFP signal, % at 10 µM | 0.01% of 290,000 active;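 active means EGFP signal decrease of at least 30% at 10 µM or well 3 SD below plate mean, unless failing retest; inactive means the rest, including hits failing retest or dose response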; further: some compounds called inactive have numbers as strong as hits; many of its hits are not listed in these tables
# IDE act: IDE (human) activation, cell-based; P14735; HEK cells, FAbeta-B cleavage, fluorescence polarization; 0% vehicle, 100% cell-free pure enzyme wells; AID 493087; 0.073% of 340,000 active; activation, % at 5.96 µM;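 active means activation above the mean of all tested compounds plus 3 SD, set per screening campaign, cut at about 17% in these data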
# Target sequence (P14735 whole entry, looked up): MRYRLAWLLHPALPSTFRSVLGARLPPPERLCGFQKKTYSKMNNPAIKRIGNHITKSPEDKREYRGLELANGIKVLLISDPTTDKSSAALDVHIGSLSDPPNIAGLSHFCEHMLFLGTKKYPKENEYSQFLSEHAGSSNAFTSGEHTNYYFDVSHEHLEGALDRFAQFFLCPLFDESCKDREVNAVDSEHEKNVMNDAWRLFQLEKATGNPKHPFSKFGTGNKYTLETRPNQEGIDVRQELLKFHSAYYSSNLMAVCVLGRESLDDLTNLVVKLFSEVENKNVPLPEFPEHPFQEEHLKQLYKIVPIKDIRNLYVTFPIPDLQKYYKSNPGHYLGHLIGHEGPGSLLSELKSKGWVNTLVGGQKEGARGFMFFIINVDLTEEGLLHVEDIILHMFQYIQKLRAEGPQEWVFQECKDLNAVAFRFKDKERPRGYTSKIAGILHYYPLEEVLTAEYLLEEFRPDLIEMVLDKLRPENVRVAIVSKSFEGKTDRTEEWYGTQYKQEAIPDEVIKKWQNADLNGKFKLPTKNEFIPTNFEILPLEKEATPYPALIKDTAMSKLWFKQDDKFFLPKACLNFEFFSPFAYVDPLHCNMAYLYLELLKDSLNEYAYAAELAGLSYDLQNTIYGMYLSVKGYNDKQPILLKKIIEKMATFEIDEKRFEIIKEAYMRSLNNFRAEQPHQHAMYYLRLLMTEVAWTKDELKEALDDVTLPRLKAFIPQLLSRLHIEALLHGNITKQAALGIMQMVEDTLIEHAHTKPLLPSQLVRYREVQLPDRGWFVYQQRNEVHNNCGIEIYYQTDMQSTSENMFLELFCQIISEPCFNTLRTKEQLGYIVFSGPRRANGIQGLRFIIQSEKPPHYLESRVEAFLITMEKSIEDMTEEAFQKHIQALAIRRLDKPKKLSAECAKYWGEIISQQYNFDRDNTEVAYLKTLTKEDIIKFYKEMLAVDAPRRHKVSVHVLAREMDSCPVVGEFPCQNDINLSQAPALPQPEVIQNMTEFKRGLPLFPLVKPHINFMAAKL
# IMP-1 inh: inhibitors of Pseudomonas aeruginosa IMP-1 metallo-beta-lactamase. inhibition, % at 5.6 µM. AID 1556. purified IMP-1, nitrocefin hydrolysis, epi-absorbance fluorescence. 0.45% of 290,000 active;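 active means inhibition above the mean plus 3 SD of all compounds in the same screening run, cut at about 4.5% in these data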;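 further: 0% = IMP-1 with DMSO and 100% = DMSO wells lacking enzyme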
#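 Assay system: purified recombinant IMP-1 beta-lactamase. Input: IMP-1 0.2 nM before substrate addition. Buffer or medium: Zinc- and detergent-supplemented HEPES buffer, pH 7.1. Schedule: 25 °C, 15 min preincubation, 25 min reaction. Signal: Epi-absorbance fluorescence, 480 nm excitation, 530 nm emission. Evaluation: percent inhibition from optical density relative to buffer-blank wells.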
# VIM-2 inh: inhibitors of Pseudomonas aeruginosa VIM-2 metallo-beta-lactamase. purified VIM-2, nitrocefin hydrolysis, epi-absorbance fluorescence. inhibition, % at 5.6 µM. 0.89% of 290,000 active. AID 1527;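 active means inhibition above the mean of all tested compounds plus 3 SD, cutoff set per screening run, cut at about 7.5% in these data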;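 further: red hydrolysis product quenches plate fluorescence so inhibitors raise well fluorescence; 0% = enzyme with DMSO and 100% = DMSO without enzyme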
# FID counter: fluorescent intercalator displacement, NS3 helicase counter-screen. DNA fluorescent intercalator displacement, fluorescence. inhibition, % at 7.9 µM. 0.17% of 290,000 active. AID 1845; in the data active means inhibition above about 37%;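 further: 0% = vehicle and 100% = reference compound; higher means more ethidium bromide displaced from hairpin DNA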
# PHOSPHO1 inh: PHOSPHO1 (human) inhibition; 1.1% of 290,000 active; Q8TCT1; AID 1565; inhibition, % at 13.3 µM; recombinant PHOSPHO1, absorbance phosphatase assay; in the data active means inhibition above about 60%
# MEKK3 PB1 HTS: raises or lowers MEK5 binding to the human MEKK3 PB1 domain | bead-based flow cytometry, Alexa488-MEK5 binding to MEKK3; actives lie on both sides; 0 = blocked by unlabeled MEK5, 100 = vehicle | binding response (% of control), % at 10 µM | 1.4% of 290,000 active;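 active means binding response more than 3 SD above or below the average of its plate-row segment, actives on both sides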;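 further: Alexa488 bead fluorescence after subtracting the streptavidin-only scavenger bead signal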
# NS3 helicase inh: blocks Hepatitis C virus NS3 helicase unwinding; NS3 helicase DNA unwinding, Cy5 molecular beacon fluorescence; inhibition, % at 10.9 µM; 0.56% of 290,000 active;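 active means inhibition above the mean of all tested compounds plus 3 SD, set per campaign, cut at about 35% in these data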;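 further: 0% = DMSO wells and 100% = thioflavine S control wells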
#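 Control set: DMSO versus 110 µM thioflavine S; Material: NS3 helicase fragment of HCV; Measured by: Cy5 fluorescence at 0 and 60 min, beacon hairpin quenching; Read-out basis: percent inhibition from t60/t0 fluorescence ratio; Times: reaction time 60 min, 25 °C; Repeats: single replicate; Compound dosing: single dose, 10.9 µM nominal final, DMSO 0.8% final.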
# Active calls of the source: *; / = not tested or not shown.
Molecule,SUMO HTRF inh,pCIP destab,IDE act,IMP-1 inh,VIM-2 inh,FID counter,PHOSPHO1 inh,MEKK3 PB1 HTS,NS3 helicase inh
Cc1cn(C2C=CC(CO)O2)c(=O)[nH]c1=O (stereo unspecified),7,-4,-2,-2.1,0.2,2,5,108,-16
Cc1ccc(NC(=O)c2ccc(CSc3nnc(C)s3)cc2)c(C)c1,21,-9,0,-3.3,-3.1,-25,33,103,-4
Cc1cc(C)c2oc(C(=O)Nc3ccc(S(=O)(=O)N4CCCC(C)C4)cc3)cc(=O)c2c1 (stereo unspecified),11,2,-6,-0.6,-0.9,4,9,124,-8
O=C(NCCO)c1nc2ccccc2s1,6,-5,2,-3.4,-2.5,1,-17,103,3
COc1ccc(NC(=O)Nc2ccccc2OC)cc1,13,2,3,-3.1,-1.1,-4,14,91,3
CCOC(=O)c1[nH]c(C(=O)O)c(CCN(CC)CC)c1C,-12,3,1,0.1,-0.6,1,42,106,-1
NC(=O)NC(=O)COC(=O)CCCc1c[nH]c2ccccc12,6,-5,-2,-0.8,0.3,-2,36,/,5
O=C(Cc1ccc(F)cc1)N1CCN(c2ccc(F)cc2)CC1,-11,3,0,-1.4,-0.8,-11,-19,94,3
N#Cc1ccccc1-n1c(N)c(C(=O)N2CCCC2)sc1=S,13,-7,-9,-2.1,-4.3,4,-14,/,-3
CCN1C(=O)C(O)(C2COC(C)(C)CC2=O)c2cc(Br)ccc21 (stereo unspecified),5,-8,1,-5.5,-2.0,-3,-18,104,-2
COc1cc(CN2CCCC(C(=O)Nc3cccc(-n4cccn4)c3)C2)ccc1F (stereo unspecified),-1,-1,-3,-1.3,-3.7,18,33,103,-14
COc1ccc(S(=O)(=O)N(C)CC(=O)O)c2ccccc12,16,0,-3,-0.9,-2.6,-4,-16,87,1
Cc1[nH]nc(SCC(=O)NC2CCCC2)c1[N+](=O)[O-],4,-4,3,-2.0,-1.0,2,6,100,4
COc1ccc(N(C(=O)C2CSC(=O)C2)C(C(=O)NC(C)(C)C)c2ccncc2)cc1 (stereo unspecified),5,-1,7,-2.3,-1.4,-16,23,105,0
CCn1c(/C=C/N(C(C)=O)c2ccccc2)[n+](CC)c2ccc(Cl)cc21,2,-3,-2,-1.7,-2.5,1,-13,109,-6
Cc1ccc(C(c2sc3ncnn3c2O)N2CC(C)CC(C)C2)cc1 (stereo unspecified),3,-4,0,-0.3,1.4,-26,-12,102,-7
NC(=O)CSc1nccn1Cc1ccc2c(c1)OCO2,10,-6,-1,-2.3,2.2,0,-26,95,-13
CC(C)(C)NC(=O)Cn1nnc(-c2ccccc2Cl)n1,18,-19,3,-4.3,-0.5,3,34,101,4
Cn1nnnc1SCc1cc(=O)n2ccsc2n1,18,-3,4,-1.7,1.8,3,-1,99,-7
N/C(=N\OC(=O)COc1ccc(Cl)cc1Cl)c1ccccn1,-7,-1,-1,0.2,-0.1,-8,16,101,11
C=CCNC(=S)NNC(=O)c1csc(CC)c1,4,-6,-2,-3.2,-1.9,-2,-10,98,0
COc1ccc(OC)c2sc(NC(=O)C3=COCCO3)nc12,19,-19,6,-3.6,-2.4,2,20,102,-7
COc1ccc(-c2cc(C(=O)Nc3ccccc3N3CCOCC3)c3ccccc3n2)cc1OC,8,-11,2,-2.0,0.1,-12,21,89,-4
CC(C)N(C(=O)Cn1c(Cl)nc2ccccc21)C(C)C,15,-6,-5,-3.7,-4.5,2,-21,101,2
CCOc1ncccc1C(=O)NCc1ccccc1,8,-2,/,-1.0,-3.5,-6,-7,95,-5
CCOc1cc([N+](=O)[O-])cc2c1C(=O)Nc1ccccc1O2,10,-16,0,0.1,0.7,-8,-2,71,0
O=C(CCc1ccccc1)Nc1ccnn1C1CCN(Cc2ncc[nH]2)CC1,-4,4,-2,-4.7,-2.6,-13,18,92,11
CNC[C@H](CC1CCCCC1)NC[C@H](Cc1ccccc1)NCCC12CC3CC(CC(C3)C1)C2,24,5,35*,16*,1.9,28,25,109,-75
CC1(C)CC(=O)c2c(nc3ccccc3c2N)C1,-4,-6,0,-2.9,-3.0,5,41,96,4
CC(NC(=O)c1ccc(F)cc1)c1ccc2c(c1)CCCC2 (stereo unspecified),-19,-13,3,-1.7,-0.8,-18,1,97,-3
Cc1cc(C)nc(SCCCn2c(=O)[nH]c3ccccc32)n1,4,-4,-6,-1.2,1.4,-22,-19,87,6
C/C(N)=C(/C#N)C(=O)CSc1nn(-c2ccc(Cl)cc2)c(=S)s1,2,-1,0,-0.8,-1.9,8,1,111,12
O=C(NCC(c1cccs1)N1CCOCC1)c1ccccc1NS(=O)(=O)c1cc([N+](=O)[O-])ccc1Cl (stereo unspecified),10,-26,-1,1.1,1.5,-10,-10,96,14
O=C(CN1C(=O)C2CCCCC2C1=O)OCn1nnc2ccccc2c1=O (stereo unspecified),-5,-22,5,-2.2,-2.2,-5,43,100,-2
C=CCc1cc(C=O)cc(OC)c1OCc1ccc(Cl)cc1,31,-3,-2,-3.8,-3.0,-4,27,104,3
CCc1ccccc1N(CC(=O)N1CCc2ccccc2C1)S(C)(=O)=O,-15,9,1,-0.6,2.1,-36,4,100,10
COc1ccc(NS(=O)(=O)c2ccc(NC(=O)C(CCSC)NC(N)=O)cc2)cc1 (stereo unspecified),16,-11,1,-0.4,0.4,-9,15,109,3
Cc1ccc(-c2nnc(Nc3ccc(C(N)=O)cc3)c3ccccc23)cc1S(=O)(=O)NCC1CCCO1 (stereo unspecified),-5,-3,-2,-2.8,-1.0,-38,-7,104,-2
O=C(CSc1nccn1-c1ccccc1)c1ccc(Br)cc1,-2,-13,-2,-0.5,-0.5,-15,-14,103,-9
COc1ccc(/C=N/NC(=O)c2cccnc2)cc1,4,-13,-1,1.1,-1.6,-5,31,101,22
CCN(CC)S(=O)(=O)c1cc(NC(=O)C(C)N2CCN(Cc3ccc4c(c3)OCO4)CC2)ccc1C (stereo unspecified),-8,4,0,-4.1,-4.8,10,-7,99,-35
COC(=O)C1=C(CS(=O)(=O)c2ccccc2)NC(=O)NC1c1ccccc1 (stereo unspecified),0,-3,5,-0.9,-6.9,-13,8,98,11
O=C(c1ccc(Cl)cc1)C1CCCN(Cc2ccc(Oc3ncccn3)cc2)C1 (stereo unspecified),5,-14,5,-2.3,-2.9,10,37,82,3
COc1ccc(C(=S)N2CCOCC2)cc1OC(=O)c1ccc([N+](=O)[O-])cc1[N+](=O)[O-],-6,4,0,-0.8,-1.3,-7,5,101,1
CC(C)(C)c1ccccc1NC(=O)c1ccc2c(c1)SC1=NS(=O)(=O)CCN12,6,-5,-5,-3.3,-2.5,-4,6,100,-7
CC(=O)Nc1ccc(S(=O)(=O)N2CCN=C2SCc2ccc(C)cc2)cc1,5,-18,8,-2.7,-2.1,-4,17,103,-30
Cc1nonc1NC(=O)Nc1cccnc1,37,-5,2,-3.7,-3.1,-1,40,99,8
O=S(=O)(Nc1nc2ccccc2nc1NCCO)c1cccc(Cl)c1,-2,-20,0,-5.2,-3.5,-22,-16,102,11
Nc1nonc1C(=O)N1CCCCC1,7,-9,0,-0.8,0.1,3,-32,96,4
COc1ccc(C(=O)C2CCCN(Cc3cn[nH]c3-c3ccccc3)C2)cc1OC (stereo unspecified),11,1,4,-2.0,2.4,1,49,103,2
CCC1=C2CC[C@H]3C(=O)N(c4ccccc4)C(=O)[C@H]3[C@H]2[C@@]2(C)C(=NCc3ccccc3)OC(=O)N2C1=O,13,0,2,/,/,/,22,105,/
Cc1nc2nc(C)c(NS(=O)(=O)c3ccc(C4CCCCC4)cc3)c(=O)n2[nH]1,0,13,3,-1.1,-0.8,-35,-16,103,8
O=C(CN1CCN(c2ncccn2)CC1)NCc1ccccc1,14,-2,5,-1.9,0.4,-5,-4,86,-4
CSc1ncc(C(=O)Nc2ccccc2F)c(-c2ccccc2)n1,28,-2,-4,-1.4,-2.9,-14,16,107,-12
COc1cccc(N2C(=O)CC(N3CCN(C(=O)c4ccco4)CC3)C2=O)c1 (stereo unspecified),6,-7,-2,-2.6,-3.6,-4,1,97,6
Cc1ccccc1CSCCNC(=O)COc1ccc(Cl)cc1,-26,3,1,-0.7,-1.5,-26,-1,95,-10
Cc1ccc(Oc2ncccc2COC(=O)Nc2ccccc2C)cc1,-23,0,/,-3.3,-4.3,-19,28,99,5
COc1cccc(Cn2nnc(C(=O)Nc3cc(C)ccc3OC)c2N)c1,-30,-32,6,-4.0,2.4,-10,-4,105,-18
C=CCN(CC=C)CCOc1cccc(Oc2ccccc2)c1,-25,-9,2,-3.8,-4.9,9,22,103,-9
COc1ccccc1NC(=O)Nc1ccc2c(c1)nnn2C,11,-4,0,-2.7,-3.1,-10,21,/,1

# (next part)
Molecule,SUMO HTRF inh,pCIP destab,IDE act,IMP-1 inh,VIM-2 inh,FID counter,PHOSPHO1 inh,MEKK3 PB1 HTS,NS3 helicase inh
COC(=O)c1ccc(NC(=S)N2CCC(C(N)=O)CC2)cc1,5,-8,4,-2.4,-2.8,-1,-6,99,3
O=C(Oc1cccc(N2C(=O)CCC2=O)c1)C1CC(=O)N(c2ccc(F)cc2)C1 (stereo unspecified),2,-6,-3,-1.1,-4.4,-3,-21,99,-2
Cc1ccc(SCCNC(=O)c2ccccc2)cc1,9,-2,1,-0.8,-3.9,-5,45,108,3
CCCCn1nc(NC(=O)CC(C)C)c2cc3cc(OC)ccc3nc21,-10,-5,1,-1.2,-0.8,-26,18,102,-6
COc1ccccc1N1CCN(C(=O)CSc2nc(-c3ccccc3)cc(=O)[nH]2)CC1,11,-5,3,-1.8,-1.2,-19,3,103,-7
O=C1/C(=C/c2cccnc2)Oc2cc(OS(=O)(=O)c3ccc(F)cc3)ccc21,12,-1,1,-0.4,-1.1,-1,16,101,-8
CNC(=S)NNC(=O)c1sccc1OCc1ccc(C)cc1,-18,12,5,-3.8,-2.2,-7,74*,98,2
Cc1nc2ccc(S(=O)(=O)Nc3ccccc3C)cc2s1,23,-34,2,1.2,2.1,-14,17,101,8
Cn1c(SCC(=O)c2ccccc2)nnc1C1CC1,23,-8,3,-5.0,-0.3,-2,41,102,2
CCOC(=O)C1CCN(C(=O)Cn2nc(CC)n3cccc3c2=O)CC1,19,-6,-2,-2.6,-2.3,-16,34,100,10

# Only part of the results is shown, so the mix of outcomes need not match the whole.
